Screening results (PubChem)
OX1R antag-1 = antagonists of human orexin 1 receptor | CHO/OX1R cells, Fluo-8 calcium fluorescence, orexin A | inhibition, % at 5 µM | hit rate 0.43% among 330,000 | AID 434989;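 active = inhibition above its plate's threshold, mean inhibition of all tested compounds on the plate plus 3 SD, cut at about 37% in these data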;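 note: 0% = orexin A challenge wells and 100% = SB-334867-A antagonist wells; not every result past the cut was called active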
Target sequence (O43613 whole entry, looked up): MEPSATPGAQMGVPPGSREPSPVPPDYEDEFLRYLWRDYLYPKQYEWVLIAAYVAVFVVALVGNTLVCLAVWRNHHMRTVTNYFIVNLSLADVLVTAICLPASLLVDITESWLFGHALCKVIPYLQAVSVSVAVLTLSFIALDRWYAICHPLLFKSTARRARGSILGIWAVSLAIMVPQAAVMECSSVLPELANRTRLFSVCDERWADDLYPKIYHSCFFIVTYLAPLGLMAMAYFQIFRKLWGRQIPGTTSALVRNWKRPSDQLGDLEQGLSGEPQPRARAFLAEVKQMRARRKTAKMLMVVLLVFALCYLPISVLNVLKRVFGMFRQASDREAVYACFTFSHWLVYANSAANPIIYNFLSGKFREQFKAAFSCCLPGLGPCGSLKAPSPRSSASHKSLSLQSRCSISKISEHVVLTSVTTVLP
OX1R antag-2 = antagonists of human orexin 1 receptor (OX1R); O43613; inhibition, % at 6.6 µM; hit rate 1.8% among 330,000; AID 485270; OX1R-expressing cells, FRET antagonist read-out; in the data active = inhibition mostly above about 38%, no sharp cut-off; inactive = mostly below about 40%;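 note: 0% = agonist challenge alone and 100% = reference antagonist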
The depositor's hits bear a star.

OX1R antag-1,OX1R antag-2,compound
-15,2,CCCCNC(=O)Cc1cc(=O)[nH]c(=O)[nH]1
1,7,CCN1CCN(S(=O)(=O)c2ccc(Cl)c(C(=O)NC3CC3)c2)CC1
7,28,CCCCCc1cc(=O)oc2c(C(CCN(CC)CC)c3cc(OC)c(OC)c(OC)c3)c(OC)cc(OC)c12 (configuration not stated)
-26,26,Cc1ccc(C)c(N(CC(=O)NN=C2CCN(C)CC2)S(=O)(=O)c2ccccc2)c1
-3,5,O=C(NCc1ccccc1)c1ccc(CNc2c(N3CCCC3)c(=O)c2=O)cc1
9,16,O=C(COc1ccc2c3c(c(=O)oc2c1)CCCC3)NCc1cccnc1
-50,4,Cc1cccc(C(=O)NC(=S)NC(C)c2ccccc2)c1 (configuration not stated)
-25,21,O=C(c1cc(F)ccc1F)C1CCCN(C(=O)c2ccc3nccnc3c2)C1 (configuration not stated)
-23,51*,Cc1cc(/C=N/Nc2ncnc(N)c2[N+](=O)[O-])c(C)n1-c1ccccc1
-45,15,O=C(c1nn(Cc2ccccc2)c(=O)c2ccccc12)N1CCc2ccccc2C1
-13,2,COc1cccc(CNC(=O)CCS(=O)(=O)c2cccs2)c1
-18,11,COc1ccc(C)cc1NC(=O)CSc1nc2ccccc2nc1N1CCCC1
-30,17,CCc1cccc(N(C(=O)c2csnn2)C(C(=O)NC(C)(C)C)c2ccccn2)c1 (configuration not stated)
-11,2,CN(C(=O)CN1C(=O)c2ccccc2S1(=O)=O)c1ccccc1C(=O)O
-8,28,Cc1ccc(OCCCN2CCCC2)c(C)c1
-9,0,COCCCNC(=O)CC1C[C@H](C(=O)N2CCCCC2)[C@@]2(C)c3[nH]c4ccc(OC)cc4c3CCN2C1=O (some centres not stated)
-27,16,O=C(N1CCN(c2ccccn2)CC1)N1c2ccccc2Sc2ccccc21
-7,12,O=C(Cc1ccccc1)Nc1ccc(Cl)cn1
-14,13,O=S(=O)(Nc1ccc(Br)cn1)c1ccc(Cl)s1
-52,15,Cc1cc(C)c(NC(=S)NCCCSC2CCCCC2)c(C)c1
-8,9,Cc1ccc2c(c1)N(CC(=O)NCCc1c[nH]c3ccccc13)C(=O)CO2
-13,-3,O=C(NCc1ccccc1Cl)C1CCC(=O)N1Cc1ccc(F)cc1 (configuration not stated)
-12,-10,CCc1cccc2c(C#N)cn(CC(=O)NCCOC)c12
8,8,CCCNC(=O)Nc1nnc(C2CC2)s1
-21,33,Cc1ccc(/C(N)=N/OC(=O)CN(C)S(=O)(=O)c2ccc(C)cc2)cc1
-38,24,CC(C)(C)c1cc(CCC(=O)N2CCNCC2)c(C(C)(C)C)cc1O
-11,30,CCOC(=O)CSc1nc(C)[nH]c1[N+](=O)[O-]
-8,13,CC(=O)OCC#CCSc1nc2ccccc2n1C
-3,20,CC(C)Cc1nnc(NC(=O)CSc2nc(O)c(Cc3ccccc3)c(=O)[nH]2)s1
-34,21,COc1ccc(NC(=S)NC(=O)CC(C)C)c(OC)c1

In the list so far, two have a nitro group on carbon:
OX1R antag-1,OX1R antag-2,compound
-23,51*,Cc1cc(/C=N/Nc2ncnc(N)c2[N+](=O)[O-])c(C)n1-c1ccccc1
-11,30,CCOC(=O)CSc1nc(C)[nH]c1[N+](=O)[O-]

The list continues.
OX1R antag-1,OX1R antag-2,compound
-7,24,CCCn1c(=O)c(C(=O)OCC)c(O)c2cc(Br)ccc21
-23,18,CCC(C(=O)NC1CCCC1)N(C(=O)Cn1nnc(-c2ccc(OC)c(OC)c2)n1)c1cccc(O)c1 (configuration not stated)
8,9,CCOC(=O)c1ccccc1NC(=O)CSc1nncn1C
-12,1,Cn1c(CNS(=O)(=O)c2ccc(Cl)cc2)cc(=O)n(C)c1=O
-11,3,Cc1cccc(C)c1-n1c(C)cc(/C=N/NC(N)=S)c1C
-14,16,Cc1cc(C)c(C)c(OCC(=O)NCCN(C)C)c1
-18,17,O=C(c1ccncc1)N(Cc1ccccc1)Cc1nc2ccccc2c(=O)[nH]1
-15,29,CCCCNC(=O)c1ccc(N2CCC3(CC2)OCCO3)c([N+](=O)[O-])c1
-20,-1,CC1C(c2ccccc2)=NNc2nc3c(c(=O)n(C)c(=O)n3C)n21 (configuration not stated)
-21,10,CCc1sc(C(=O)NCCCN2CCCC2=O)cc1Br
-21,8,COc1ccc(C)cc1NCC(=O)Nc1ccc(C(C)(C)C)cc1
1,18,COc1cc(NC(=O)CCc2nnc3ccc(N4CCN(C)CC4)nn23)cc(OC)c1
-3,18,CCCCn1c(SCc2ccccn2)nc2c1c(=O)n(C)c(=O)n2C
-6,9,COCC(=O)N(Cc1ccco1)c1nnc(C2CCOC2)s1 (configuration not stated)
-3,15,COc1ccc(C(=O)NC(Nc2ccc(C)cc2)C(Cl)(Cl)Cl)cc1 (configuration not stated)
-19,19,CC(=O)c1ccccc1C(=O)N1CCCC(CCC(=O)N2CCN(c3ccccn3)CC2)C1 (configuration not stated)
-17,3,O=C(O)C(Cc1c[nH]c2ccccc12)NS(=O)(=O)c1ccc(Br)cc1 (configuration not stated)
-11,11,CCN(CC)S(=O)(=O)c1csc(C(=O)NC2CCCCC2)c1
-19,-2,Cn1c(=O)[nH]c(=O)c2c1nc(Br)n2Cc1cccc(Br)c1
-2,2,Cc1nc2ccccc2c(=O)n1/N=C/c1ccc(N(C)C)cc1
2,7,O=C1CCN(C(=O)c2cccs2)c2ccccc21
-3,12,CCOc1ccc(CCNC(=O)c2nnc(CS(=O)(=O)c3ccccc3)o2)cc1OCC
-13,13,CCc1ccccc1NC(=O)c1ccc(CN2CCC(Cc3ccccc3)CC2)cc1
-12,17,O=C(O)c1cccnc1SCc1cccc(Br)c1
-13,14,Cc1ccccc1OCC(=O)N1CCN(C(=O)COc2ccccc2C)CC1
-17,37,O=C1CC(c2ccccc2)CC(=O)C1CS(=O)(=O)c1ccccc1 (configuration not stated)
-8,20,CN(C)c1ccc(/C(=N\O)c2ccccc2)cc1
-7,10,CC[C@H]1CCCCc2ccccc2[C@@H](C(=O)C[C@@H](O)CC(C)=O)OC1=O
-22,18,Cc1ccc(-c2csc(N3CCN(c4cc5c(cc4Cl)nc(-c4ccncc4)n5CCN4CCCCC4)CC3)n2)cc1
-12,32,Cc1cccc(C(=O)NCc2nnc(SCC(=O)N3CCN(c4ccccc4)CC3)n2C)c1

Next section:
OX1R antag-1,OX1R antag-2,compound
15,5,CC(=O)c1cccc(NC(=O)COC(=O)Cn2cnc3ccccc32)c1
-3,43,Nc1ccc2oc(-c3cccc(Br)c3)nc2c1
-9,14,c1ccc(-n2ncc3c2ncn2nnnc32)cc1
-3,21,CCOc1ccc(-c2c(C(=O)N/N=C/c3sccc3C)nnn2-c2nonc2N)cc1
-13,12,O=C(NNc1cc(N2CCOCC2)nc(N2CCOCC2)n1)C12CC3CC(CC(C3)C1)C2
-9,3,O=c1cc(CN2CCN(c3ccccc3)CC2)c2cc(O)c(-c3ccccc3)cc2o1
-5,13,Fc1ccc(CN2CCCCCCC2)cc1
-11,24,Nn1c(SCC(=O)Nc2ccc3c(c2)OCO3)nnc1C1CCCCC1
-40,19,O=C(c1ccc(C(F)(F)F)cc1)N1CCC(=O)N(C(COCc2ccc(C(F)(F)F)cc2)Cc2ccccc2)CC1 (configuration not stated)
-11,13,COc1ccc(CNC(=O)C(Cc2ccccc2)n2cccc2)cc1 (configuration not stated)
6,0,N#Cc1nnn(-c2cc(Cl)cc(Cl)c2)c1N
3,47,O=C(NCCSc1ccccc1)c1ccc(Br)cc1
-22,35,CCN(CCCNC(=O)CNC(=O)c1nn(-c2ccc(OC)c(OC)c2)c(=O)c2ccccc12)c1ccccc1
-26,18,Cc1ccccc1NC(=O)CCNS(=O)(=O)c1ccc2c(c1)CCC(=O)N2
-13,14,CSc1ccc(/C=c2\s/c(=C\C(=O)C(C)(C)C)n(CC(=O)NCCC3=CCCCC3)c2=O)cc1
0,7,Cc1cc2cc(CNC(=O)c3cccs3)ccc2[nH]1
-16,9,CCCN(C(=O)c1cc(-c2ccco2)nc2ccccc12)c1c(N)n(Cc2ccccc2)c(=O)[nH]c1=O
-13,11,Fc1ccc(-c2nnn(Cc3nc4ccccc4s3)n2)cc1
-16,14,O=c1[nH]c(N/N=C/c2cc3c(cc2[N+](=O)[O-])OCO3)nc2ccccc12
-7,34,c1ccc2c(CN3CCOCC3)csc2c1
4,15,O=C(CN(Cc1ccco1)C(=O)c1ccccc1F)Nc1ccccc1C(F)(F)F
-31,22,Cc1ccccc1C(=O)NCC(c1ccco1)N1CCc2ccccc21 (configuration not stated)
5,15,COc1ccc(CN2C(=O)c3cccnc3C2=O)cc1S(=O)(=O)NC(C)C
-16,25,CCNC(=S)N(CCc1ccc(OC)c(OC)c1)Cc1cc2cc(OC)ccc2[nH]c1=O
35,8,CC(C)(C)c1ccc(OCc2ccc(C(=O)Nc3cccnc3)o2)cc1
-26,5,CN(C(=O)COC(=O)Cc1c(Cl)cccc1Cl)C1CCS(=O)(=O)C1 (configuration not stated)
-32,47,O=C1CN(c2nc(-c3cccnc3)nc3sc4c(c23)CCCC4)CCN1
-49,8,CCCNC(=O)c1ccc(N2CC3CC(C2)c2cccc(=O)n2C3)c(NC(=O)Nc2ccc(CC)cc2)c1 (configuration not stated)
-27,26,CCN1CCN(C(=O)c2ccc(CN(c3ccccc3)S(=O)(=O)c3ccccc3)cc2)CC1
-37,19,CCCCNc1c2c(nc3c(-c4ccccc4)c(C)nn13)CCC2

Single records (already shown). Values in the order: OX1R antag-1 | OX1R antag-2
Profile of CCN1CCN(C(=O)c2ccc(CN(c3ccccc3)S(=O)(=O)c3ccccc3)cc2)CC1 → -27 | 26
Profile of CCNC(=S)N(CCc1ccc(OC)c(OC)c1)Cc1cc2cc(OC)ccc2[nH]c1=O → -16 | 25
Profile of O=c1[nH]c(N/N=C/c2cc3c(cc2[N+](=O)[O-])OCO3)nc2ccccc12 → -16 | 14
Profile of CN(C(=O)COC(=O)Cc1c(Cl)cccc1Cl)C1CCS(=O)(=O)C1 (configuration not stated) → -26 | 5
Profile of CC(C)(C)c1ccc(OCc2ccc(C(=O)Nc3cccnc3)o2)cc1 → 35 | 8

Of the compounds above, these have a CF3 group.
OX1R antag-1,OX1R antag-2,compound
-40,19,O=C(c1ccc(C(F)(F)F)cc1)N1CCC(=O)N(C(COCc2ccc(C(F)(F)F)cc2)Cc2ccccc2)CC1 (configuration not stated)
4,15,O=C(CN(Cc1ccco1)C(=O)c1ccccc1F)Nc1ccccc1C(F)(F)F

Continued.
OX1R antag-1,OX1R antag-2,compound
-21,11,C/C(=N\NC(=O)c1cccnc1)c1cc2ccccc2o1
-15,15,Cc1ccc2[nH]c(=O)c(CN(CC3CCCO3)C(=O)c3ccncc3)cc2c1 (configuration not stated)
-5,10,CC1(C)Cc2ccccc2C(=C(C#N)C#N)N1
-19,31,CC1(C)Cc2nc3sc(C(N)=O)c(N)c3cc2CO1
-17,40,CC(=O)Nc1nnc(SCc2ccc(C(=O)Nc3ccccc3F)cc2)s1
-5,5,Nc1c(C(=O)CSc2nccn2-c2ccc(Cl)cc2)c(=O)[nH]c(=O)n1C1CC1
-12,-2,CCCCC(=O)Nc1cccc(NC(=O)c2cccnc2Cl)c1
7,18,CCn1c(SCc2c(F)cccc2Cl)nnc1-c1ccco1
1,16,CC1CN(Cc2ccccn2)CCC1=O (configuration not stated)
-10,1,Cc1occc(=O)c1OCc1ccc(Cl)cc1Cl
-15,23,CCOC(=O)Nc1ccc2c(c1)N(C(=O)CCN(C)C)c1ccccc1S2
-17,13,Cc1ccc(S(=O)(=O)N2CCCCC2)cc1NC(=O)c1cccs1
-7,38,COc1ccc([N+](=O)[O-])cc1NC(=O)CSCc1ccccc1C
10,79*,COc1ccc(Cl)cc1N(CC(=O)NCCSc1ccccn1)S(=O)(=O)c1ccccc1
-30,14,CCOC(=O)c1c(-c2ccc(OC)cc2)csc1NC(=O)C1CCCO1 (configuration not stated)
-15,22,COc1ccc(NC(=O)c2cn(-c3ccccc3)nc2-c2ccncc2)cc1
-3,3,Cc1c(NC(=O)COc2cccc3c2OC(C)(C)C3)c(=O)n(-c2ccccc2)n1C
-2,5,O=C(NCc1cccnc1)c1cccc(S(=O)(=O)N2CCOCC2)c1
6,14,CC(=O)c1ccc(OCCNS(=O)(=O)c2ccc(-n3cnnn3)c(C)c2)cc1
-18,8,COCCCNC(=O)C1c2ccccc2Oc2ccccc21
-14,3,COc1cc(O)c2c(=O)c3c(O)ccc(O)c3oc2c1
-30,7,CC(C)[C@H](NC(=O)OCc1ccccc1)C(=O)OCC(=O)N1CCN(c2ccccc2)CC1
-13,3,COC(=O)c1ccc(C(=O)OC)c(NC(=S)N2CCOCC2)c1
-8,38,CC(NC(=O)c1ccccc1OC(F)F)c1ccc(-n2ccnc2)cc1 (configuration not stated)
-12,3,Cc1cc(C)n2c(SCC(=O)NCc3ccco3)nnc2n1
3,-9,CC(=O)C1=NOC2C(=O)N(c3ccc(Cl)cc3)C(=O)C12 (configuration not stated)
-22,5,COc1cccc(CN2CCN(CC(=O)Nc3ccccc3Cl)CC2)c1
-12,16,NC(=O)c1cccc2c(=O)oc3ccccc3c12
-7,-1,COC(=O)C(NC(=O)CCc1nnc2ccc(N3CCCCC3)nn12)C(C)C (configuration not stated)
4,8,N#C/C(C(N)=O)=C1/CCc2ccccc2N1

Structures from the list above that contain a tert-butyl group (five):
OX1R antag-1,OX1R antag-2,compound
-30,17,CCc1cccc(N(C(=O)c2csnn2)C(C(=O)NC(C)(C)C)c2ccccn2)c1 (configuration not stated)
-38,24,CC(C)(C)c1cc(CCC(=O)N2CCNCC2)c(C(C)(C)C)cc1O
-21,8,COc1ccc(C)cc1NCC(=O)Nc1ccc(C(C)(C)C)cc1
-13,14,CSc1ccc(/C=c2\s/c(=C\C(=O)C(C)(C)C)n(CC(=O)NCCC3=CCCCC3)c2=O)cc1
35,8,CC(C)(C)c1ccc(OCc2ccc(C(=O)Nc3cccnc3)o2)cc1
